STK33 kinase inh: blocks human STK33 kinase activity | Q9BYT3 | AID 2661 | purified STK33, MBP phosphorylation, ADP-Glo luminescence | 320,000 compounds, 0.073% hits | inhibition, % at 10 µM;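 active means inhibition at or above 25%, using the most active replicate where run in duplicate; inactive means inhibition below 25%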
Target sequence (Q9BYT3 whole entry, looked up): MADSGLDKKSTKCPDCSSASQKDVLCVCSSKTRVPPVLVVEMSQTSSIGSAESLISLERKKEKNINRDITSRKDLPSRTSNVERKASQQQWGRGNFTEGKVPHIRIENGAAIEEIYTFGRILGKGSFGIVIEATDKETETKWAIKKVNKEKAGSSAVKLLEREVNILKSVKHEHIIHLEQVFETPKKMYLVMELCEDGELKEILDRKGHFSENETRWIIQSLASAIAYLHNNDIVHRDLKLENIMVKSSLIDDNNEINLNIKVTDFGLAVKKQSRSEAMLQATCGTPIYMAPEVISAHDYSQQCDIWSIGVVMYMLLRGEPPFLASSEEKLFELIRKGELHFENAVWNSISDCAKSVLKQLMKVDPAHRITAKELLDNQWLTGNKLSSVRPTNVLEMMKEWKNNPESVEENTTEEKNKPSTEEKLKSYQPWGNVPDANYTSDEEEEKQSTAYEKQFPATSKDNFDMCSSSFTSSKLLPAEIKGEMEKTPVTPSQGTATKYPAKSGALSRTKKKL
KCNQ2 inh: KCNQ2 channel blockers in CHO-K1 cells – cell-based, FluxOR thallium flux, B-score, primary screen (AID 2156). O88943. 20 min; active compounds read low. B-score at 10 µM. 310,000 compounds, 1.1% hits;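 active means fluorescence ratio B-score at most minus 3 library SDs, with starting brightness B-score within 2 library SDs, cut at about -5.5 in these data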
OX1R FRET antag: blocks the human orexin 1 receptor. O43613. OX1R-expressing cells, FRET antagonist read-out. inhibition, % at 6.6 µM. 330,000 compounds, 1.8% hits. AID 485270; in the data active means inhibition mostly above about 38%, no sharp cut-off; inactive means mostly below about 40%;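 further: 0% = agonist challenge alone and 100% = reference antagonist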
Target sequence (O43613 whole entry, looked up): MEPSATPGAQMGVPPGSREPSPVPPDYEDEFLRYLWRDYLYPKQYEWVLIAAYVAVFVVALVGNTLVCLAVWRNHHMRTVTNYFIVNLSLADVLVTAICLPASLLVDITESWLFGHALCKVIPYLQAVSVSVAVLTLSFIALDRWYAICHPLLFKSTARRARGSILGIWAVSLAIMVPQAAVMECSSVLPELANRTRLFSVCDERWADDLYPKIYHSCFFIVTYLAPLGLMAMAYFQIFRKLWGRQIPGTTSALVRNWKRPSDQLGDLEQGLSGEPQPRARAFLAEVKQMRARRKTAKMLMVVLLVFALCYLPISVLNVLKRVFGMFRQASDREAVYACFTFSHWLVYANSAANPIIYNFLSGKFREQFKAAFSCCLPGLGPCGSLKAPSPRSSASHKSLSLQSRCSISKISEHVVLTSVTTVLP
The depositor's hits bear a star; i = inactive; x = not tested or not shown.

SMILES	STK33 kinase inh	KCNQ2 inh	OX1R FRET antag
CS(=O)(=O)N(CC(=O)N1CCCC1)c1cc(C(F)(F)F)ccc1Cl	-0.8	i	8
O=C(CN(C(=O)c1csnn1)c1cccc(Cl)c1)NC1CCCCC1	0.0	i	27
CC(/C=C/C=C/c1ccccc1)=N/NC(=O)C(O)c1ccccc1 (stereo not drawn)	-0.4	i	7
Cc1ccc(-c2nc(NC(=O)c3cc(C(C)(C)C)nn3C)sc2C)cc1Cl	0.9	i	5
COc1ccc(/C=C(/NC(=O)c2ccc(OC)cc2)C(=O)NCCc2c[nH]c3ccccc23)cc1	-2.0	i	17
CCN1CCN(c2ccc(NC(=O)c3ccc(Cl)c(N4CCCC4=O)c3)cc2)CC1	-0.5	i	45
CCC(C)C(=O)Nc1cccc(SC)c1 (stereo not drawn)	0.8	i	5
CN(C)c1ncc(C(=O)O)cn1	-0.3	i	3
O=C(N/N=C/c1cccc2ccccc12)c1cccnc1	-1.2	i	11
Cn1c(SCC(=O)N2CCOCC2)nc2c(c1=O)SCC2	0.2	i	45
Cc1ccc(S(=O)(=O)N2CCC(=O)N(C(COC(=O)Nc3ccccc3)Cc3ccccc3)CC2)cc1 (stereo not drawn)	0.3	i	33
Nn1c(SCC(=O)NCc2ccc3c(c2)OCO3)nnc1C1CC1	-2.0	i	-2
Cc1cc(N2CCOCC2)nc(SCc2c(Cl)cccc2Cl)n1	-2.5	i	39
CC(O)(CS(=O)(=O)Cc1ccc(Cl)cc1)C(=O)Nc1cccc(C(F)(F)F)c1 (stereo not drawn)	-0.3	i	-2
Nc1c(S(=O)(=O)c2ccccc2)nnn1-c1ccccc1	-0.4	i	17
Clc1ccc(CSc2nncn2-c2ccc3c(c2)OCCO3)cc1	-1.1	-7.7*	13
CCN(Cc1ccccc1)C(=O)CSc1ncn[nH]1	-0.5	i	5
CCOC(=O)c1cccc(NC(=O)CCc2ccccc2)c1	-0.5	i	31
CCOC(=O)c1c(C)[nH]c(C)c1C=O	-1.7	i	4
CCn1c(=O)c(C(=O)Nc2ccccc2)c(O)c2ccccc21	0.0	i	10
CC1=CC(=C(C#N)C#N)C=C(C)N1Cc1ccccc1	-0.5	i	10
COc1cccc(-c2n[nH]c(=S)n2Cc2ccco2)c1	-1.4	i	12
Cc1ccc(C(=O)Nc2ncccc2S(=O)(=O)c2ccccc2)cc1	-1.8	i	x
Cc1ccccc1NC(=O)Cc1nc(COC(=O)COc2ccccc2C(C)C)cs1	0.4	x	-4
CC(C)(C)c1cc(NC(=O)Nc2ccc(Br)cc2Cl)no1	-0.8	i	10
Cc1nn(-c2ccccc2)c(Cl)c1C(=O)N(C)c1nc(-c2ccc(F)cc2)cs1	-0.2	i	15
O=C(NCCNC(=O)c1ccc([N+](=O)[O-])cc1)c1ccncc1	-2.5	i	36
O=C(NC1CC2CCCC(C1)N2C(=S)NCCc1ccccc1)C1CC1 (stereo not drawn)	-0.4	i	2
COc1ccc(OC)c(N/C=C/C(=O)c2ccc(OC)c(OC)c2)c1	-1.1	i	38
CCn1c(SCC(=O)Nc2ccc(N3CCOCC3)c(Cl)c2)nnc1-c1ccc(N)cc1	0.5	i	4
Cc1ccc(CC2CC(=O)N(CC(=O)O)C2=O)cc1 (stereo not drawn)	-0.9	i	4
O=C(O)CC/C(=N\NC(=O)c1ccc(F)cc1)c1ccc(Br)cc1	-1.3	i	25
COc1ccc(S(=O)(=O)N2CCOC23CCN(S(=O)(=O)c2ccccc2)CC3)cc1	-1.5	i	12
CC(=O)NCCc1ccc(S(=O)(=O)Nc2ccc(NC(=O)c3ccc(F)cc3)cc2)cc1	0.2	i	11
Cc1cc(C(=O)NCCCn2ccnc2)sc1-c1ccccc1	-29	i	7
CC(C)[C@H](NC(=O)c1ccccc1)C(=O)OCC(=O)N1CCCc2ccccc21	-1.2	i	10
COc1ccc(C(=O)Nc2cc3c(cc2C#N)OCO3)cc1S(=O)(=O)N1CCN(C)CC1	3.2	i	2
COc1ccc(C(=O)NC2CCCCCC2)cc1S(=O)(=O)Nc1ccc(Br)cc1	0.5	i	-8
COc1cccc(CN(Cc2cccnc2)S(=O)(=O)c2ccc(-n3cnnn3)c(C)c2)c1OC	-0.3	i	0
COC(=O)c1ccccc1NC(=O)c1ccc(COc2ccc(C)c(C)c2)o1	-0.5	-6.6*	29
Cc1c([N+](=O)[O-])c([N+](=O)[O-])nn1CC(=O)N1CCCCC1	-1.9	i	20
CC(C)[C@H](NC(=O)c1ccccc1F)C(=O)OCC(=O)NC(=O)NC1CCCCC1	-2.8	x	10
CCCCCn1c(=O)[nH]c2cc(C(=O)NCCCN3CCCCC3CC)ccc2c1=O (stereo not drawn)	0.3	i	0
COc1ccc(OC)c(NC(=O)c2ccccc2SC)c1	-2.1	i	9
CCOc1cccc(CN2CCN(Cc3ccc(C)o3)C(CCO)C2)c1O (stereo not drawn)	-0.6	i	4
COc1ccc(C2CC(=O)C(C=NCCN3CCN(C(=S)Nc4ccccc4)CC3)=C(O)C2)cc1 (stereo not drawn)	-0.3	i	30
COc1ccc(OCCNS(=O)(=O)c2cccc([N+](=O)[O-])c2)cc1	1.0	i	31
Cc1nn(-c2ccccc2)c2nc(N)c(C#N)c(-c3ccc(O)c(O)c3)c12	-0.7	i	9
COc1ccc(Cl)c(S(=O)(=O)N2CCCC2)c1	0.0	i	20
CCOCCc1c(O)nc(SC)[nH]c1=O	-0.5	i	16
COc1ccc(OC)c(C(=O)COC(=O)c2ccc([N+](=O)[O-])o2)c1	-3.1	x	17
Cc1cc(C)c(C)c(S(=O)(=O)NCC(=O)Nc2ccc(F)cc2)c1C	-0.9	i	6
COc1cc(CNCCCN2CCOCC2)c(Br)cc1OCC(=O)Nc1ccccc1C	1.4	i	16
COc1ccc(OCCOc2ccc(S(=O)(=O)N3CCCC3)cc2C(N)=O)cc1	-1.8	x	6
COc1ccc(S(=O)(=O)N2CCOC2CNC(=O)C(=O)NCc2cccnc2)cc1C (stereo not drawn)	0.1	i	24
Cc1cc(=O)n2nc(N3CCCC(C(=O)N4CCN(C)CC4)C3)sc2n1 (stereo not drawn)	-1.9	i	11
CC(C)(C)S(=O)(=O)c1cnc2c(S(=O)(=O)c3ccccc3)cnn2c1N	0.7	i	22
CCOc1c(Cl)cc(C(=O)Nc2cccc(C(=O)O)c2)cc1Cl	1.8	i	7
CC(C)COc1ccc(C(=O)OCC(=O)NCCC2=CCCCC2)cc1	0.5	i	17
O=C(N/N=C/C1C(c2ccccc2)C1(Cl)Cl)c1cccc(Cl)c1 (stereo not drawn)	-1.0	i	5

Later entries
SMILES	STK33 kinase inh	KCNQ2 inh	OX1R FRET antag
O=C(Nc1nnc(CSCc2ccc(F)cc2)s1)c1ccc([N+](=O)[O-])cc1	-1.3	i	10
Cn1c(CC(=O)Nc2ccc(F)cc2)nnc1SCC(=O)Nc1nncs1	-1.3	i	-5
Cn1c(=O)[nH]c(=O)c2cc(C(=O)c3cc(F)ccc3O)cnc21	-0.6	i	11
CC(=O)N1CCOCCOCCN(C(C)=O)CCOCCOCC1	-0.8	i	8
CCN1CCN(C(=O)CN(CC)S(=O)(=O)c2ccc3ccccc3c2)CC1	0.3	i	11
O=S(=O)(c1cccs1)N1CCN(CCOc2ccc(Cl)cc2)CC1	-0.2	x	11
COC(=O)c1cn(C)c2ccc(S(=O)(=O)N3CCCC3)cc2c1=O	-1.7	i	7
CCC(=O)Nc1c2c(nn1-c1ccc(OC)cc1)CSC2	0.3	i	11
COc1cccc(Nc2nc3ccccc3n3nnnc23)c1	-1.3	i	36
C/C(=N\Nc1cc(Cl)nc(C)n1)c1ccccc1	0.4	i	27
CC1=NN(c2ccc(C)cc2)C(=O)/C1=C\c1ccc(Br)s1	-1.3	i	-3
CCc1cc2c3c(c(=O)oc2cc1OCC(=O)OC)CCCC3	0.0	i	10
CC1(C)CC(=O)C=C(NCc2cccc(C(F)(F)F)c2)C1	-0.7	i	7
Cc1nnnn1CC(=O)Nc1cccc([N+](=O)[O-])c1	-0.7	i	27
O=C(O)c1ccc(NCc2cccnc2)c([N+](=O)[O-])c1	-0.4	i	55*
Cc1onc(-c2c(Cl)cccc2Cl)c1C(=O)N1CCCCC1	-0.8	i	20
Cc1ccc(CN2CC(C(=O)NC(c3nc4ccccc4[nH]3)C(C)C)CC2=O)cc1 (stereo not drawn)	-1.7	x	3
Nc1c(-c2ccccc2)nc(Cl)nc1-c1ccccc1	-1.5	i	14
Fc1cccc(-c2oncc2-c2nnnn2-c2ccc(Cl)cc2)c1	-0.4	i	27
O=C(COC(=O)c1ccc(Br)o1)Nc1nc2c(F)c(F)c(F)cc2s1	0.0	i	6
COc1cc(OC)c(C(=O)Nc2cc(Cl)ccc2-n2cncn2)cc1OC	2.5	i	30
Cc1ccc(CNC(=O)N[C@@H](Cc2ccccc2)C(=O)O)cc1	-0.7	i	11
Cc1ccc(-n2c(C)cc(C)c(C#N)c2=O)cc1Cl	0.7	i	0
Cc1ccc(-n2nc(C)c3c2NC2=C(C(=O)CC(C)(C)C2)C3c2ccccc2OCC(=O)O)cc1 (stereo not drawn)	-1.5	i	35
COC(=O)C1CCN(C2=C(NS(=O)(=O)c3ccc(Cl)cc3)C(=O)c3ccccc3C2=O)CC1	3.0	i	98*
O=C(c1cccnc1)N1C2C=CC(C2)C1(C(F)(F)F)C(F)(F)F (stereo not drawn)	-1.3	i	5
COCCNC(=O)CCCn1c(=O)c2cc(OC)c(OC)cc2n(CC(=O)c2cccc(OC)c2)c1=O	-2.6	i	16
CC(=O)COc1ncn(-c2ccccc2)n1	-1.4	i	7
COc1cc(/C=C/C(=O)OCC(=O)c2c(N)n(C)c(=O)n(C)c2=O)ccc1OC(F)F	0.5	i	12
COc1ccc(S(=O)(=O)N(C)CC(=O)NCc2ccccn2)cc1	0.3	i	-1
Cc1cccc(NC(=S)N(CCN(C)C)Cc2cc3cccc(C)c3[nH]c2=O)c1	0.6	i	12
Cc1ccc(N/C=C/C(=O)C(C)(C)C)c(O)c1	1.0	i	11
COc1ccc(C(=S)Nc2ccccc2)cc1	0.0	i	18
CCCCN(Cc1ccco1)C(=O)C1CCCN(c2ncnc3c2nc2n3CCCCC2)C1 (stereo not drawn)	2.0	i	40*
CCOc1ccccc1C(=O)Nc1cc(C(=O)NCC(C)C)ccc1Cl	-2.2	i	48*
CCN(CC)c1nc2ccccc2nc1C(C#N)C(=O)NCCCOC (stereo not drawn)	2.5	i	38
CCOC(=O)c1ccc(NC(=O)C2(c3ccccc3)CCCC2)cc1	-0.4	i	17
CCOC(=O)c1sc(N2N=C(C)/C(=C\c3ccc(OCC(=O)OC)cc3)C2=O)nc1C	x	i	22
O=C(NS(=O)(=O)Oc1cccc(F)c1)OC[C@@H]1CCCN2CCCCC12 (stereo partly drawn)	2.6	i	10
Cc1ccc(NC(=O)c2cccc(-n3cnnn3)c2)cc1Cl	-0.4	x	-3
O=C(CSc1nnc(Cn2c(=O)sc3ccccc32)n1-c1ccccc1)N1CCCCCC1	0.0	x	9
Cc1ccc(CN(C(=O)c2ccco2)C(C(=O)NC2CCCC2)c2ccc(N3CCOCC3)cc2)cc1 (stereo not drawn)	-0.8	i	21
COc1ccc(C2CC(c3cccs3)=NN2C(=S)Nc2ccccc2)cc1OC (stereo not drawn)	-0.1	i	1
CC1(C)CC(=O)C2=C(C1)NC(=O)CC2c1cccc(F)c1 (stereo not drawn)	-0.7	i	41
COc1ccc(C(=O)Nc2nnc(Cc3ccccc3)s2)c(OC)c1	-1.4	i	45
CN(Cc1ccccc1)C(=O)c1cc(S(=O)(=O)N2CCOCC2)cn1C	-0.8	i	-2
CCCCN(C)CCCNC(=O)c1cc(Nc2ccc(OC)c(OC)c2)nc2ccccc12	0.0	i	12
Cc1c(C(=O)O)sc(=S)n1CCOc1ccccc1	-2.2	i	14

13 structures from above, ordered by SMILES length, rising.
SMILES	STK33 kinase inh	KCNQ2 inh	OX1R FRET antag
COc1ccc(C(=S)Nc2ccccc2)cc1	0.0	i	18
Cc1ccc(N/C=C/C(=O)C(C)(C)C)c(O)c1	1.0	i	11
CCC(=O)Nc1c2c(nn1-c1ccc(OC)cc1)CSC2	0.3	i	11
Cc1cc(N2CCOCC2)nc(SCc2c(Cl)cccc2Cl)n1	-2.5	i	39
Clc1ccc(CSc2nncn2-c2ccc3c(c2)OCCO3)cc1	-1.1	-7.7*	13
CCn1c(=O)c(C(=O)Nc2ccccc2)c(O)c2ccccc21	0.0	i	10
Fc1cccc(-c2oncc2-c2nnnn2-c2ccc(Cl)cc2)c1	-0.4	i	27
CCOc1cccc(CN2CCN(Cc3ccc(C)o3)C(CCO)C2)c1O (stereo not drawn)	-0.6	i	4
O=C(NC1CC2CCCC(C1)N2C(=S)NCCc1ccccc1)C1CC1 (stereo not drawn)	-0.4	i	2
O=C(COC(=O)c1ccc(Br)o1)Nc1nc2c(F)c(F)c(F)cc2s1	0.0	i	6
Cc1ccccc1NC(=O)Cc1nc(COC(=O)COc2ccccc2C(C)C)cs1	0.4	x	-4
Cc1nn(-c2ccccc2)c2nc(N)c(C#N)c(-c3ccc(O)c(O)c3)c12	-0.7	i	9
COCCNC(=O)CCCn1c(=O)c2cc(OC)c(OC)cc2n(CC(=O)c2cccc(OC)c2)c1=O	-2.6	i	16

Continued:
SMILES	STK33 kinase inh	KCNQ2 inh	OX1R FRET antag
Cc1noc(C)c1-c1nnc(-c2ccc(C(F)(F)F)cc2)o1	-1.2	i	0
CCCCCCc1c(C)nc(-n2[nH]c(C)c(CCO)c2=O)[nH]c1=O	-0.4	i	-24
Cc1cnc(C(=O)OCC(=O)c2cccc3ccccc23)cn1	x	i	31
O=C(Nc1nnc(-c2ccccc2)o1)C1CCCN1S(=O)(=O)c1cccs1 (stereo not drawn)	-1.0	i	13

Screening data deposited in PubChem BioAssay by several laboratories.

An unsorted share of the library (roughly 2.7% active in at least one column).
